From PubChem BioAssay
TRHR agonist – agonists of human TRH receptor; P34981; TRHR cells, calcium flux fluo-8, FDSS agonist mode; activation, % at 2 µM; 360,000 tested, 0.18% active; in the data active = activation above about 30%; also: 0% is about no effect
Target sequence (P34981 whole entry, looked up): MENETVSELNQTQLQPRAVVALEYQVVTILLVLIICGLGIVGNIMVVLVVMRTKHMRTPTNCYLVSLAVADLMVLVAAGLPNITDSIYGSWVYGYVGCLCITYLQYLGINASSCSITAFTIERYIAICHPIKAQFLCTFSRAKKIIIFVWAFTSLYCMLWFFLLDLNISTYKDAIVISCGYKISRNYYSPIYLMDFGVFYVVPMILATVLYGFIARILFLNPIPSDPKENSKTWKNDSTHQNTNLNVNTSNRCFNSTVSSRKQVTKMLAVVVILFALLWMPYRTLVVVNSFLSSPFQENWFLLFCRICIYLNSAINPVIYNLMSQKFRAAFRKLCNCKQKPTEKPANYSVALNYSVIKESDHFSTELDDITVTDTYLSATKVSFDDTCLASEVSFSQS
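Agonist-mode FDSS calcium read (Ex 480/Em 530, 1 s cycles) in 1536-well TRHR cells with fluo-8 dye, after 10-cycle baseline and 23 nL compound addition; TRH at EC20 (10 nM final) added afterwards for the enhancer phase.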
ERG Ets-DNA blk – inhibitors of human ERG Ets domain-DNA interaction; P11308; fluorescence polarization, His-ERG Ets domain / labelled DNA; Potency, µM (series often up to 76.9 µM), inactives show at the highest dose FP activity, negative = inhibition, most hits filed as inhibitors; 370,000 tested, 0.028% active; active = well fitted inhibition curve with a large enough effect in the polarisation, with a control signal flat; inconclusive = small, poorly fitted or top-dose-only effect, or effect the other way, or a change in a side signal; inactive = no such curve, though single readings can be large or run the other way; the % refers to the polarisation;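 also: polarization taken with two DNA probes labelled with fluorescein and Texas red; potency is read from the fitted curve at half-maximal effect; % of control where 0% means no effect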
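His-tagged ERG Ets domain (1 uM in the protein solution; 300mM KCl, 50mM Tris-HCl, 1mM EDTA, 1mM DTT, pH 7.5) received compound, then a probe mix of 5 nM fluorescein-DNA and 100nM Texas-615-DNA. Fluorescence polarization was read for both dyes.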
POLK inh – blocks human DNA polymerase kappa activity; Q9UBT6; purified Pol kappa, fluorescent DNA synthesis assay, 10 min; Potency, µM (top dose mostly 107 µM), without a hit: at the top dose activity, negative = inhibition, usual class: inhibitors; 400,000 tested, 0.53% active; AID 588579; also: potency is read from the fitted curve at half-maximal effect; % is scaled to controls: 0 for no effect and ±100 for the full control effect
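Kinetic fluorescence screen: compound preincubated 15 min RT with 10 nM enzyme; 50 nM substrate (final) initiates; reads at 0/10 min.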
POLI inh – DNA polymerase iota (human) inhibition | AID 588590 | Pol iota fluorescent replication assay, 10 min | 390,000 tested, 1% active | Potency, µM (top dose mostly 115 µM), inactives show at the highest dose activity, negative = inhibition, hits mostly inhibitors; also: potency is read from the fitted curve at half-maximal effect
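Fluorescent replication assay read twice, at 0 min and 10 min after adding 50 nM (final) substrate. Enzyme (10 nM) and compounds were first incubated 15 min at room temperature; enzyme-free buffer wells were negative controls.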
Pol beta inh – blocks human DNA polymerase beta activity | P06746 | Pol beta primer extension/strand displacement, fluorescence kinetic | Potency, µM (doses to about 114 µM), inactives show at the highest dose activity change, negative = inhibition, most hits filed as inhibitors | 340,000 tested, 1.3% active; also: potency is read from the fitted curve at half-maximal effect; % is scaled to controls: 0 for no effect and ±100 for the full control effect
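Pol beta (10 nM) and compounds were preincubated 15 min at room temperature, then 50 nM substrate (final) started primer extension/strand displacement. Reads were taken at 0 and 10 min; concentration-response data were fitted to a four-parameter Hill equation.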
12-LOX inh – inhibitors of human 12S-lipoxygenase ALOX12 | P18054 | Potency, µM (highest dose often 108 µM), for the others: top-dose activity change, negative = inhibition, hits mostly inhibitors | 580,000 tested, 1.1% active | purified 12hLO, xylenol orange hydroperoxide absorbance; also: potency is read from the fitted curve at half-maximal effect; % is scaled to controls: 0 for no effect and ±100 for the full control effect
Target sequence (P18054 whole entry, looked up): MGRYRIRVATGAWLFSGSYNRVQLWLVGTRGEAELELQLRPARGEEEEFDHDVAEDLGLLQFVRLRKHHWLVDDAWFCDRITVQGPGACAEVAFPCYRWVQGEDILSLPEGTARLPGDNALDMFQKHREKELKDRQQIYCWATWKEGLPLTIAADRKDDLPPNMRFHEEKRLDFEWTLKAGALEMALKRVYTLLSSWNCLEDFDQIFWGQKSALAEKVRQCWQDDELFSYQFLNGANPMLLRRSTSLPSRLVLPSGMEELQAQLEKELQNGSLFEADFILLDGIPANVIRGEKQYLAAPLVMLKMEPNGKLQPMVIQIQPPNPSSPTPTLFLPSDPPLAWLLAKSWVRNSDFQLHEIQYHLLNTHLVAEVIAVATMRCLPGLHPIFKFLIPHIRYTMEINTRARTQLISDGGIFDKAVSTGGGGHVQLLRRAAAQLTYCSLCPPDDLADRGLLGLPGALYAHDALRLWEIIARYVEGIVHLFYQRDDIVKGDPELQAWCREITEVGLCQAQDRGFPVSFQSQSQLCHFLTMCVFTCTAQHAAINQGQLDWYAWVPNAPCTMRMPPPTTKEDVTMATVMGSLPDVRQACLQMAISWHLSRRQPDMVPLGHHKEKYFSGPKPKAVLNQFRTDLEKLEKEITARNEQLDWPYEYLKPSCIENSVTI
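Hydroperoxide product was detected by ferrous iron/xylenol orange as the 573 to 405 nm absorbance ratio. Arachidonic acid at 40 uM (final) was turned over for 30 min at room temperature by 150 nM human 12hLO, pH 7.0 Hepes buffer, after 15 min compound preincubation.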
APE1 inh – blocks human APE1 abasic DNA cleavage; recombinant APE1, TAMRA/BHQ-2 abasic DNA cleavage fluorescence; Potency, µM (top dose mostly 65.8 µM), inactives show at the highest dose activity change, negative = inhibition, hits mostly inhibitors; 350,000 tested, 0.35% active; AID 2517;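 also: potency is read from the fitted curve at half-maximal effect; plate controls were vehicle for no effect and reference inhibitor for full effect; nearly all actives have a fitted effect of over 55% in size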
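APE1 at 0.75 nM final was preincubated with compound 15 min at room temperature, then 50 nM double-stranded THF abasic-site substrate (5'-TAMRA/3'-BHQ-2) was added. Fluorescence (ex 525/em 598 nm) was read kinetically; third-minus-first read gave activity.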
Apoferritin bind – binds horse apoferritin like a general anesthetic; P02791; apoferritin/1-aminoanthracene competitive binding, fluorescence; Potency, µM (titrated, usually from 77.5 µM), for inactives: top-dose activity change, negative = displacement, most hits filed as inhibitors; 350,000 tested, 0.074% active; AID 485281; also: potency is read from the fitted curve at half-maximal effect; % is scaled to controls: 0 for no effect and ±100 for the full control effect; nearly all actives have a fitted effect of over 20% in size
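Concentration-response curves derived by four-parameter Hill fitting of normalized fluorescence, where compounds displaced 1-AMA from 10 uM horse apoferritin following a brief 10 min room-temperature incubation; propofol titration acted as positive control.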
BLM inh – Bloom syndrome helicase (human) inhibition | P54132 | recombinant BLM DNA unwinding, fluorescence dequenching | Potency, µM (highest dose often 56.1 µM), for inactives: at the top dose activity change, negative = inhibition, most hits filed as inhibitors | 350,000 tested, 0.2% active;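 also: potency is read from the fitted curve at half-maximal effect; plate controls were vehicle for no effect and no enzyme for full effect; nearly all actives have a fitted effect of over 35% in size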
Active calls of the source: *; ? = inconclusive; · = not tested or not shown; & = joins results of further samples; [ ] = remark or other dose. Unless noted, calls follow the shape of the dose curve; as a rule, active = well fitted curve in the direction sought with a large enough effect; inconclusive = small, poorly fitted or top-dose-only effect, or another doubt; inactive = no such curve, though single readings can be large; an effect the other way counts as inactive or inconclusive. The list is partial, so the mix of outcomes need not match the whole.

Below each SMILES: Apoferritin bind	POLI inh	12-LOX inh	BLM inh	TRHR agonist	Pol beta inh	ERG Ets-DNA blk	APE1 inh	POLK inh
> CCC(=O)C1CCCN(C(=O)CCc2nnc(-c3ccc4c(c3)OCO4)o2)C1 (stereo not drawn)
    -7%	-18%	12%	-2%	0.7	15%	-5%	2%	-2%
> O=S(=O)(NCCSCc1c(Cl)cccc1Cl)c1ccc2c(c1)OCCO2
    48%[activator]	-6%	-13%	-10%	3.6	-22%	-2%	-8%	-13%
> N/C(=N\OC(=O)C12CC3CC(CC(C3)C1)C2)c1ccccc1
    ?	35%[activator]	25%	-2%	0.8	-1%	0%	-2%	-4%
> Cc1ccc(S(=O)(=O)N2CCC[C@H]2C(=O)NC2CCCCC2)cc1
    ·	14%	20%	·	·	·	?	·	-12%
> CC1(C(=O)O)Oc2cccnc2NC1=O (stereo not drawn)
    -2%	28%	2%	-7%	0.2	-1%	-8%[15.4 µM]	-6%	0%
> COc1cc(C2=NOC(C(=O)NCc3cccs3)C2)cc(OC)c1OC (stereo not drawn)
    -14%	36%[activator]	-1%	-2%	-0.5	1%	-1%	6%	-2%
> CN1CCN(CC(O)COc2ccc(C(=O)O)cc2)CC1 (stereo not drawn)
    -1%	121%[activator]	0%	2%	0.5	2%	-11%	6%	-8%
> CN(Cc1cccs1)C(=O)Cc1c[nH]c2ccccc12
    -15%	0%	15%&-21%	4%	-0.1	0%	-7%	9%	-7%
> CC(=O)[C@@H]1[C@@H](C)N(Cc2ccccc2)C(=O)N[C@H]1c1cccc(C(F)(F)F)c1
    -18%	24%	0%	3%[12.4 µM]	-0.4	-7%	-5%	-3%[12.4 µM]	8%
> Cc1cccc(NC(=S)N(CCN(C)C)Cc2cc3cc(C)ccc3[nH]c2=O)c1
    -15%	91%[activator]	?	-1%	0.2	-18%	1%	2%	-10%
> C/C=C(\C)c1nnc(NC(=O)c2ccco2)s1
    -5%	71%[activator]	112%[activator][57.4 µM]	0%	0.5	11%	1%	2%	-13%
> Cc1nc(NC2=NCN(Cc3ccccc3)CN2)nc2ccccc12
    -7%	·	·	-7%	0.2	16%	·	8%	·
> O=C(COc1coc(CN2CCN(c3ccccc3F)CC2)cc1=O)NC1CCCC1
    ·	82%[activator]	-8%	·	-0.1	·	2%	1%	-1%
> CCCn1c(SCC(=O)c2cc(C)n(C3CC3)c2C)n[nH]c1=O
    ·	-5%	-12%	·	-0.3	·	16%	-5%	1%
> CN(CC(=O)Nc1ccc2c(c1)CCC2)CC(=O)Nc1ccccc1Br
    -12%	-1%	1%	-6%	-0.6	28%	3%	-3%	2%
> C/C(N)=C(/C#N)C(=O)COC(=O)[C@@H](NC(=O)c1ccccc1Cl)C(C)C
    -3%	9%	0%	-2%	1.1	-10%	-3%	0%	-6%
> Cc1ccc(-c2cc(NC(=O)CSc3n[nH]c(N)n3)n(-c3ccccc3)n2)cc1
    -8%	6%	27%	-15%	0.4	0%	-2%	11%	-12%
> COc1cc(/C=C2\SC(=S)N(Nc3ccccc3)C2=O)ccc1O
    -19%	50µM*	?	-28%	35*	11µM*	·	6%	-31%
> Cc1ccc(S(=O)(=O)Nc2ccc(S(=O)(=O)Nc3ncccn3)cc2)cc1
    -13%	8%	1%	-1%	0.7	-11%	5%	-2%	-7%
> CCc1cccc(CC)c1NC(=O)CSc1nnc(C2CC2)n1N
    ·	25%	13%	·	0.2	·	0%	0%	-7%
> Cc1cc(C)nc(Nc2cccc(Cl)c2)n1
    ?	8%	-26%	-3%	0.1	16%	-3%	5%	-12%
> CCOc1cccc(C(=O)Nc2nnc(S(=O)(=O)N(C)c3ccc(C)cc3)s2)c1
    -5%	29%	-5%	-5%	-0.3	-13%	1%	·	-11%
> Cc1cc(C)n2ncc(C(=O)NCCc3ccccc3)c2n1
    -13%	-3%	1%	0%	-0.2	12%	-3%	17%	2%
> Cc1cccc(-c2noc(-c3ccccc3OCC(=O)Nc3ccccc3[N+](=O)[O-])n2)c1
    0%	-8%	-13%	-8%	-0.6	5%	1%	·	-14%
> CS(=O)(=O)c1ccc(C(=O)Nc2cc(-c3ccccc3)nn2-c2ccccc2)cc1
    ·	?	-10%	·	0.0	·	18%	5%	-14%
> Fc1ccccc1/C=C1\CCCC2=C1NC(=S)NC2c1ccccc1F (stereo not drawn)
    -9%	6%	32µM*	-8%	0.3	-6%	7%	18%	-9%
> CCC(CC)C(=O)Nc1nnc(S(=O)(=O)N(CC)c2ccc(OC)cc2)s1
    -13%	121%[activator]	?	-5%	-0.1	22%	-8%	7%	-6%
> COc1cc(C2NC(=O)NC(c3ccccc3)=C2C(C)=O)c(Cl)cc1OCC(=O)O (stereo not drawn)
    -2%	55%[activator]	-15%	1%	1.5	0%	3%	-1%	-4%
> Fc1cccc(/C=N/Nc2ccccn2)c1
    2%	-1%	0%	-5%	0.5	-18%	-3%	-5%	-9%
> O=C(NCCCn1ccnc1)c1ccc(Cl)s1
    -8%	41%[activator]	96%[activator]	-6%	-0.9	46%	6%	26%	17%
> COCCn1c(=O)c(-c2ccc(F)cc2)nc2cnc(Oc3ccc(OC)cc3)nc21
    ·	·	-8%	-2%	·	·	·	-1%	-6%[60.1 µM]
> O=C(N1CCOCC1)N1CCN(C(=O)N(c2ccccc2)c2ccccc2)CC1
    0%	9%	15%	-3%	-0.3	-14%	·	8%	-4%
> CCOc1ccc(C(=O)NCCC(=O)N2CCC3(CC2)NCCc2[nH]cnc23)cc1
    -3%	-14%	-4%	1%	1.1	-1%	-5%	-11%	0%
> COc1ccc(N2CC(NC(=O)Nc3ccccc3)CC2=O)cc1 (stereo not drawn)
    -3%	20%	1%	-14%	-0.3	-1%	3%	-2%	-9%
> O=C(COc1ccccc1Cl)N1CCN(c2ncccn2)CC1
    -18%	6%	1%	-4%	-0.4	0%	-9%	2%	13%
> Cc1ccc2nc(N(CCCN(C)C)C(=O)c3cc(-c4cccs4)nc4ccccc34)sc2c1
    ?	?	-78%	-6%	0.4	-11%	8%	-4%	-4%
> O=C(Nc1ccc(Cl)cc1F)c1ccc(COc2c(F)c(F)c(F)c(F)c2F)o1
    ?	-15%	291%[activator]	-9%	0.4	45µM*	-3%	-11%	-32%
> CSCCC(NC(=O)COc1ccccc1)C(=O)N1CCN(c2cccc(C(F)(F)F)c2)CC1 (stereo not drawn)
    ·	?	-27%	·	·	·	8%	·	-16%
> O=C(Nc1ccccc1N1CCOCC1)c1ccncc1
    ·	0%	-3%	·	0.5	·	-4%	2%	-7%
> CN(C)S(=O)(=O)c1ccc(C(=O)Nc2ccccc2C(=O)NCCCN2CCOCC2)cc1
    ·	10%	-2%	·	0.9	·	-5%	7%	-11%
> COc1ccc(CNC(=O)CN(c2cc(C(F)(F)F)ccc2Cl)S(C)(=O)=O)cc1
    -5%	0%	-2%	-1%	-0.1	1%	0%	·	-25%
> NS(=O)(=O)c1ccc(NC(=O)COC(=O)CNC(=O)C23CC4CC(CC(C4)C2)C3)cc1
    ?	28%	-17%	0%	0.5	22%	2%	14%	8%
> O=C(NC(=S)Nc1nc2ccc(F)cc2s1)c1ccco1
    -3%	-17%	-20%	-5%	-0.3	23%	7%	0%	-5%
> CC(=O)c1c(C)nc(C)nc1NC(=O)Cc1ccccc1
    1%	27%	-16%	-1%	0.0	-14%	-5%	5%	-6%
> CN1C(=O)S/C(=C/c2cccnc2)C1=O
    2%	-7%	-10%	0%	0.0	4%	5%	25%	0%
> CCCn1c(N)c(C(=O)CN(C)CC(=O)Nc2ccc(C)cc2)c(=O)[nH]c1=O
    ·	-1%	15%	·	-0.1	·	-1%	23%	-1%
> Cc1cnc(C)c(N2CCN(Cc3nc(-c4ccc(C)o4)oc3C)CC2)n1
    -7%	79%[activator]	-2%	-7%	-1.4	1%	9%	3%	-1%
> O=C1c2oc3ccc(Cl)cc3c(=O)c2C(c2ccccn2)N1CCCN1CCOCC1 (stereo not drawn)
    3%	14%	-17%	-2%	0.2	-1%	-1%	0%	0%
> Cc1cccc(NC(=O)CN2C(=O)C(c3ccccc3)=NC23CCC(C)CC3)c1 (stereo not drawn)
    ?	-1%	0%	-11%	1.6	0%	-5%	·	2%
> COc1cc(CNC(C)c2ccccc2)cc(Cl)c1OCC(=O)Nc1ccccc1 (stereo not drawn)
    -2%	-26%	?	-6%	2.8	4%	8%	0%	-12%
> CC(C)CCN(CC(=O)NCc1ccc(F)cc1)S(=O)(=O)c1ccccc1F
    -3%	-6%	8%	-12%	-0.5	-8%	7%	17%	-4%
> O=C1CCCN1CCNC(=S)Nc1ccccc1
    -4%	-9%	7%[57.4 µM]	-2%	1.7	-20%	·	?	1%
> COC(=O)Cn1cc(C(=O)c2ccco2)c2ccccc21
    -8%	3%	-24%	0%	0.1	26%	-2%	12%	-4%
> CCOC(=O)N1CCN(c2ccncc2S(=O)(=O)N2CCCCC2)CC1
    -4%	118%[activator]	11%	-4%	-0.1	4%	3%	25%	4%
> Cc1oc(CSCCSCc2cc(C(=O)O)c(C)o2)cc1C(=O)O
    -5%	-2%	?	1%	0.2	1%	4%	15%	-4%
> CC(C)Cn1c(N2CCN(C(=O)c3cccs3)CC2)nc2ccccc21
    -9%	4%	0%	-1%	-1.7	5%	-5%	17%	-8%
> Cc1cc(N2CCOCC2)ccc1/C=C1\NC(=O)N(CC(=O)Nc2ccccc2C)C1=O
    -8%	90%[activator]	0%	-3%	0.3	3%	2%	3%	-23%
